# Giardia FBPA inh: qHTS Assay for Inhibitors of Fructose-1,6-bisphosphate Aldolase from Giardia Lamblia | A8B2U2 | purified Giardia FBPA | Potency, µM (titrated, usually from 59.6 µM), inactives show top-dose activity, negative = inhibition, actives largely listed as inhibitors | 290,000 compounds, 0.71% hits; further: potency means the concentration at half of the fitted maximal effect; on the % scale 0 is the no-effect control and ±100 the full control effect; nearly all actives have a fitted effect of over 55% in size
# Target sequence (A8B2U2 whole entry, looked up): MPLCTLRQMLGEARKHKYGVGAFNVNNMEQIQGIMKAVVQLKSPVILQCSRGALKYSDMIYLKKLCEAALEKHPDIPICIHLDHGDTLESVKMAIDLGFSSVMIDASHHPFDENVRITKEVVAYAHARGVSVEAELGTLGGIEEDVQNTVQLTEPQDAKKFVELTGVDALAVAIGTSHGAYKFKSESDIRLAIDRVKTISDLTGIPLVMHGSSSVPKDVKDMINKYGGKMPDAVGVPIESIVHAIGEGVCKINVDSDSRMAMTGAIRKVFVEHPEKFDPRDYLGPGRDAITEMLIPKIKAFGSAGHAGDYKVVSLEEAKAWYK
#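 40 nM FBPA preincubated 10 min at RT with compound (up to 57.5 uM final), then substrate plus GAPDH/TPI/NAD/arsenate coupling and diaphorase/resazurin added. Fluorescence read after 20 min at RT, 525/598 nm.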
# Pf growth 48h: Primary qHTS for delayed death inhibitors of the malarial parasite plastid, 48 hour incubation | P. falciparum luciferase growth in erythrocytes, 48 h | Potency, µM (series often up to 28.7 µM), for the others: top-dose activity change, negative = inhibition, hits mostly inhibitors | 310,000 compounds, 5.9% hits | AID 504832, 2011; further: potency means the concentration at half of the fitted maximal effect; on the % scale 0 is the no-effect control and ±100 the full control effect
#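 Luciferase-expressing P. falciparum in infected erythrocytes (2% hematocrit, 0.1% parasitemia final) in RPMI 1640/0.5% Albumax were exposed to compound for 48 hours at 37 C, 5% CO2; growth read as luminescence.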
# Pf growth 96h: Primary qHTS for delayed death inhibitors of the malarial parasite plastid, 96 hour incubation; P. falciparum luciferase reporter growth, 96 h; Potency, µM (titrated, usually from 28.7 µM), for the others: at the highest dose activity change, negative = inhibition, usual class: inhibitors; 320,000 compounds, 6.9% hits; further: potency means the concentration at half of the fitted maximal effect; on the % scale 0 is the no-effect control and ±100 the full control effect
#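 Compounds incubated with erythrocytes infected by luciferase-expressing P. falciparum (2% hematocrit, 0.05% parasitemia final) for 96 hours, 37 C in 5% CO2. Growth inhibition scored as decreased luciferase luminescence.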
# HCV inhibitor: qHTS Assay for Inhibitors of Hepatitis C Virus (HCV). Potency, µM (doses to about 41.8 µM), for inactives: at the top dose activity change, negative = inhibition, usual class: inhibitors. 340,000 compounds, 3.4% hits. AID 651820, 2012. Huh7.5.1 HCVcc-Cre infection, luciferase reporter, 44 h; further: potency means the concentration at half of the fitted maximal effect; on the % scale 0 is the no-effect control and ±100 the full control effect
#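 After 44 h co-culture of compound, cells and HCVcc-Cre (~0.5 moi), substrate is added for 15 min at room temperature and luciferase measured over 15 sec. Cells were seeded at 1,000/well and pre-cultured 4 h.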
# Shiga inhibitor: A qHTS for Small Molecule Inhibitors of Shiga Toxin; Vero cells, Shiga toxin protein synthesis inhibition reporter; inhibition, % at 38.7 µM; 290,000 compounds, 9.2% hits; AID 2315, 2010; in the data active means inhibition mostly above about 28%, no sharp cut-off; inactive means mostly below about 43%; further: 0% is about no effect
# Cycloheximide cs: Cycloheximide Counterscreen for Small Molecule Inhibitors of Shiga Toxin. cell reporter, cycloheximide protein synthesis inhibition counterscreen. max response, %. 300,000 compounds, 12% hits. AID 2314, 2010; in the data active means max response mostly above about 13%, no sharp cut-off; inactive means mostly below about 14%; further: read at 38.3 µM for the half of the compounds with a filed dose; 0% is about no effect
# An asterisk follows results filed as active; ? = inconclusive; . = not tested or not shown; [ ] = remark or other dose. Unless noted, the call rests on the fitted dose curve; in most records, active means well fitted curve in the direction sought with a large enough effect; inconclusive means small, poorly fitted or top-dose-only effect, or another doubt; inactive means no such curve, though single readings can be large; an effect the other way counts as inactive or inconclusive.
SMILES	Giardia FBPA inh	Pf growth 48h	Pf growth 96h	HCV inhibitor	Shiga inhibitor	Cycloheximide cs
CCOc1ccccc1NC(=O)CN1CCC(C(=O)c2ccc(OC)cc2)CC1	6.6%	-15.5%	28.1%	?	-12.3	-1.8
CCOc1cc(CNCCc2ccc(S(N)(=O)=O)cc2)ccc1OCc1ccccc1	.	?	?	12.6µM*	-18.7	-2.4
COc1ccccc1C1CC(c2ccccc2)Nc2ncnn21 (stereo unspecified)	-9.1%	?	.	17.1%	-9.6	-3.5
Cc1nc2cc(NC(=O)Nc3ccc(N4CCOCC4)cc3)ccc2n1C	-5.1%	-3.6%	.	17.5%	-5.5	-0.4
CCN1CCN(S(=O)(=O)c2cnc(Cl)c(Br)c2)CC1	0.3%	-11.9%	?	?	-7.2	-3.8
CNC(=O)C1CC(=O)N(c2ccc(OCC(=O)NCc3ccccc3)cc2)C1 (stereo unspecified)	1.7%	3.7%	86.4%[activator]	8.1%	-11.8	3.7
Cc1ccccc1N(C(=O)Cn1nnc2ccccc21)C(C(=O)NCc1ccco1)c1ccncc1 (stereo unspecified)	-15.0%	?	.	-5.6%	22.5	-3.6
COc1ccc(CC(NC(C)=O)C(=O)NC2CCN(c3nc(C)cc(C)c3C#N)CC2)cc1 (stereo unspecified)	-9.1%	0.5%	63.1%[activator]	0.7%	-10.4	-0.8
CCSc1cc(C2C(C#N)=C(N)Oc3n[nH]c(C)c32)c(C)o1 (stereo unspecified)	?	-27.1%	35.7%[activator]	-21.0%	-13.5	-0.9
CC1CCC2C(C1)OS(=O)(=O)NC2(C)C (stereo unspecified)	3.9%	-3.9%	13.7%	.	-0.1	1.0
Cc1ccc(NC(=O)Cn2c(=O)cnc3ccccc32)cc1S(=O)(=O)N(C)C	-0.4%	-12.1%	-25.4%	?	-5.3	-1.1
CC1(c2ccc([N+](=O)[O-])cc2)NC(=O)N(CC(=O)c2ccc3c(c2)OCO3)C1=O (stereo unspecified)	.	40.9%	30.2%[activator]	?	.	.
CCOC(=O)c1sc(NC(=O)CSc2nccc(C)n2)nc1C	6.5%	-21.3%	0.0%	-19.4%	23.1	1.1
C=CCNc1ccc(N2C(=O)C3CCC(C)CC3C2=O)cc1[N+](=O)[O-] (stereo unspecified)	-5.2%	0.0%	-5.4%	.	23.0	5.2
COc1ccc(C(=O)N2CCN(C3CCCCC3)CC2)cc1OC	?	-19.6%	0.0%	16.1%	22.0	11.6
O=C(COc1ccc2ccccc2c1)NCC1CCCO1 (stereo unspecified)	-2.1%	43.6%[activator]	-26.4%	15.2%	39.5*	-1.9
Cc1cccc(Nc2nnc(SCC(=O)c3c(N)n(C4CC4)c(=O)[nH]c3=O)s2)c1C	.	11.7µM*	?	-9.9%	.	.
CN1CCN(CP(=O)(N2CCOCC2)N2CCOCC2)CC1	6.2%	-3.5%	-22.6%	14.5%	-8.1	-1.1
CC(Oc1ccccc1)C(=O)Nc1nnc(S(=O)(=O)N2CCCCC2)s1 (stereo unspecified)	-10.4%	6.2%	?	34.9%[activator]	-7.0	-1.8
Cc1cc(C)cc(N(CC(=O)NCc2ccccc2)C(=O)CCC(=O)Nc2ccccn2)c1	4.3%	2.08µM*	4.7%	?	-7.0	-7.7
CCn1c(SCC(=O)Nc2ccccc2)nnc1C1CCCCC1	-7.7%	?	.	-19.5%	10.9	1.4
O=C(O)c1cccc(Nc2ccc([N+](=O)[O-])cn2)c1	-7.4%	-4.3%	10.3%	21.5%	9.4	-1.4
Cc1cccc(-c2onc3ccc(C4(C)OCCO4)cc23)c1	2.8%	.	?	?	44.3	13.1
C=CCNC(=O)c1ccc2c3n(nc2c1)-c1ccccc1CO3	-0.1%	194.5%[activator]	242.0%[activator]	?	46.2*	27.4*
CC(=O)Nc1ccc(S(=O)(=O)N(C)CC(=O)N/N=C/c2ccncc2)cc1	16.5%	-26.5%	69.5%[activator]	-7.5%	-1.5	-9.1
CCOC(=O)/C=c1\s/c(=C(\C#N)C(=O)OCC)n(-c2ccccc2)c1=O	4.5%	?	?	-6.9%	-3.7	-3.0
Cc1ccc(S(=O)(=O)N2CCN(C(=O)C3CCCO3)CC2)cc1C (stereo unspecified)	-6.8%	-1.4%	5.8%	-16.6%	2.7	-0.5
CCCc1[nH]n(-c2ccc([N+](=O)[O-])cc2)c(=O)c1C=NCCc1c[nH]c2ccccc12	-14.8%	-20.5%	?	?	2.3	-2.3
Cc1cc(S(=O)(=O)N2CCCOC2CNC(=O)C(=O)NCc2ccco2)ccc1F (stereo unspecified)	7.8%	23.2%	40.3%[activator]	18.0%	21.2	-4.3
O=C(NC1(C(F)(F)F)Oc2ccccc2O1)N1CCCC1	-8.9%	4.4%	17.0%	?	17.9	-1.6
COc1ccc(C)cc1NC(=O)CCNS(=O)(=O)c1ccc2c(c1)CC(C)N2C(C)=O (stereo unspecified)	-0.8%	4.0%	?	1.8%	-4.6	-2.2
CC1CCc2sc(C(=O)OC(C)C(=O)Nc3ncc(Cl)cc3Cl)cc2C1 (stereo unspecified)	7.6%	38.4%[activator]	4.3%	-16.3%	-11.0	7.2
Cc1oc(-c2ccccc2Cl)nc1CN1CCCN(C(=O)c2ccco2)CC1	-0.1%	-19.8%	-2.2%	-13.2%	38.2	-6.7
Oc1c(Br)cc(/C=N/NC(=S)NCc2ccco2)cc1Br	11.7%	-23.3%	7.3%	11.9%	-2.2	1.0
O=C(c1ccccc1)c1ccc(-n2cnnc2)c([N+](=O)[O-])c1	5.6%	9.7%	40.1%[activator]	?	-7.0	-2.6
Cc1ccc(S(=O)(=O)N2CCOCC2)cc1C(=O)Nc1ccc(N2CCCCCC2)cc1	.	?	?	5.01µM*	.	.
Cc1ccc(NC(=O)c2cnc(SCC(=O)NCC3CCCO3)n(C)c2=O)cc1C (stereo unspecified)	.	2.6%	35.2%[activator]	4.3%	.	.
CCc1nc2cc3sc(CC)nc3cc2s1	-11.1%	404.0%[activator]	?	-0.3%	74.1*	24.5*
CCCC(=O)Nc1ccc(C(=O)NCCCn2ccnc2)cc1	-0.1%	-4.4%	-7.9%	14.7%	-2.7	-2.6
O=C(N/N=C/c1ccoc1)c1ccc(Br)cc1	4.5%	-23.5%	?	5.5%	36.0*	36.3*
Cc1c(NC(=O)COC(=O)/C=C/c2ccc(Cl)cc2)c(=O)n(-c2ccccc2)n1C	6.5%	-1.3%	31.6%[activator]	21.7%	-8.1	-2.7
Cc1ccc(C(=S)NCS(=O)(=O)c2ccc(C)cc2)cc1	-9.6%	30.4%[activator]	32.9%[activator]	0.0%	74.8	19.1*
Cc1nc2ccc(C(=O)N3CCN(Cc4ccccc4)CC3)cc2[nH]1	.	29.8%	1.1%	10.3%	-13.2	9.8
Cc1cc2c(N)cccc2nn1	?	?	5.9%	?	-23.8	0.6
CCN1CCN(C(=O)/C=C/c2ccc(C)o2)CC1	-17.8%	8.7%	-6.4%	18.0%	-7.6	7.3
Cc1ccc(OCC(=O)Nc2ccc(-c3nc4ncccc4o3)cc2)c(C)c1	7.1%	9.9%	.	?	-13.9	5.4
Cn1c(SCc2c(F)cccc2Cl)nnc1-c1cccs1	-3.9%	-22.8%	?	4.2%	68.3*	27.8*
O=C(NCCc1c[nH]c2ccccc12)C(=O)NCC1OCCCN1S(=O)(=O)c1cc(F)ccc1F (stereo unspecified)	-1.3%	13.1µM*	3.29µM*	-20.4%	3.3	-2.1
NC(=O)c1ccc(NCCCN2CCOCC2)c([N+](=O)[O-])c1	3.2%	7.5%	-1.5%	3.4%	-17.3	-2.6
Cc1ccc(CNS(=O)(=O)c2ccc(CN3C(=O)c4cccnc4C3=O)cc2)o1	.	-8.3%	-4.1%	17.1%	-2.7	-1.5
CCOc1cc(S(=O)(=O)N2CCCCC2)ccc1Cl	0.0%	-28.5%	3.9%	8.4%	-1.0	6.8
Nc1nc(N)c2cc(Sc3ccc4ccccc4c3)ccc2n1	1.1%	0.0074µM*	?	11.2µM*	-6.8	1.3
COc1ccc2c(c1)c(N=O)c(O)n2C	4.5%	.	-5.2%	7.6%	-9.2	-2.0
Cc1cc(C)nc(N2N=C(C(F)(F)F)CC2=O)n1	11.2µM*	-1.3%	41.3%[activator]	8.8%	-0.6	-2.6
CCn1ccc2c(OCC(=O)NCCc3ccc(OC)c(OC)c3)cccc2c1=O	.	?	?	-4.3%	.	.
Cc1cccc(C(O)(C(=O)NNc2ccc3ccccc3n2)c2cccc(C)c2)c1	9.7%	?	?	-12.0%	25.5	8.7
CC(C)c1nnc(NC(=O)c2cccc(-n3cnnn3)c2)s1	?	17.2%	55.0%[activator]	10.0%	-4.8	-2.8
O=C(Nc1ccccc1C(=O)N1CCOCC1)c1ccc(Br)cc1	.	-1.4%	47.3%[activator]	6.3%	2.5	-1.9
CCc1ccc(NC(=O)COC(=O)CCc2nc3cc(S(=O)(=O)N(CC)CC)ccc3n2C)cc1	3.8%	0.0%	0.0%	7.1%	7.4	5.2
Cc1noc(NS(=O)(=O)c2ccc(NC(=O)CSc3nc4c(cc3C#N)CCCC4)cc2)c1C	28.5%	.	?	-9.6%	-4.1	-2.5
C[C@@H]1OC(Oc2ccccc2-c2cc(=O)c3c(O)cc(O)c([C@@H]4O[C@H](CO)[C@@H](O)[C@H](O)[C@H]4O)c3o2)[C@H](O)[C@H](O)[C@H]1O (stereo partly specified)	0.1%	.	.	.	-4.3	-0.5
CCN(CC)S(=O)(=O)c1ccc(C(=O)NNC(=O)c2csc(N3CCOCC3)n2)cc1	.	-4.0%	-9.2%	16.8%	.	.
O=C(O)CCSCC(=O)c1ccc2c(c1)OCCO2	-3.7%	-2.7%	6.9%	17.0%	23.7	-1.1

# Bioassay records from PubChem.
